Screening data from PubChem BioAssay.
Bcl-B Bim block = inhibitors of Bim-Bcl-B interaction, human | Q9HD36 | bead-based flow cytometry, Bim peptide-Bcl-B binding | inhibition, % at 10 µM | actives 0.073% (n = 190,000) | AID 951;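 further: 0% = tracer peptide without compound and 100% = reference inhibitor peptide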
Target sequence (Q9HD36 whole entry, looked up): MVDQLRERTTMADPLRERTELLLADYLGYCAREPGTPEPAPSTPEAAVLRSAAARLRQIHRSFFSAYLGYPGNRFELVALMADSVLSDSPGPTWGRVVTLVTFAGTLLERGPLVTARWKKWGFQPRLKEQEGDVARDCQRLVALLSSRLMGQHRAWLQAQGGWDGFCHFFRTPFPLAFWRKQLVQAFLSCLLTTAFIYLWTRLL
Rab2A wt mod = changes GTP binding to wildtype dog Rab2A, up or down | GST-Rab2 wt beads, Bodipy-GTP binding, flow cytometry | GTP binding activity, % at 10 µM | actives 0.19% (n = 190,000) | AID 760;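 active means GTP binding activity at least 20 points away from 100%, either lowered or raised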;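 further: 0% = beads with excess unlabeled GTP and 100% = no-compound control corrected for plate trend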
Bim-Bcl-W = disrupts Bim peptide binding to human Bcl-W; Q92843; bead-based flow cytometry; inhibition, % at 10 µM; actives 0.02% (n = 190,000); AID 952;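 further: 0% = bound tracer without compound and 100% = peptide blocker; higher means less fluorescent Bim peptide bound to Bcl-W beads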
Target sequence (Q92843 whole entry, looked up): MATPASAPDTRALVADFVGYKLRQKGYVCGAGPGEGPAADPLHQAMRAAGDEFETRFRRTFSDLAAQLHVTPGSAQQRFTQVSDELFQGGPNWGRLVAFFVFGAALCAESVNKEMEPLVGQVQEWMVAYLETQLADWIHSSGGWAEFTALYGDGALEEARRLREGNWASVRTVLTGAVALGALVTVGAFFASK
Bcl-2 Bim block = disrupts Bim peptide binding to human Bcl-2 | P10415 | Bead-based flow cytometry, Bim peptide-Bcl-2 binding | inhibition, % at 10 µM | actives 0.06% (n = 190,000) | AID 950; in the data active means inhibition above about 40%;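 further: 0% = no compound wells with probe peptide and 100% = reference peptide inhibitor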
Target sequence (P10415 whole entry, looked up): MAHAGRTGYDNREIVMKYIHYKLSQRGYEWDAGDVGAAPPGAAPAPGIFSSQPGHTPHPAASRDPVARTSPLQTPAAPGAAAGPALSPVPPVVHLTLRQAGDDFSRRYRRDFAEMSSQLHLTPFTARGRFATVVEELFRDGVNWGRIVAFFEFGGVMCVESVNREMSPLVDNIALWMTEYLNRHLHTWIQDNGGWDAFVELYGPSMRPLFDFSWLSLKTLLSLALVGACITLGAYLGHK
Bim-Bfl-1 = human Bim-Bfl-1 interaction inhibition. Q16548. Bead-based flow cytometry, Bim-Bfl-1 binding inhibition. inhibition, % at 10 µM. actives 0.12% (n = 190,000). AID 1008;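 further: 0% = wells without compound plus tracer and 100% = blocker peptide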
Rac1 wt GTP bind = human Rac1 wildtype GTP binding, inhibitors and activators; P63000; GST-Rac1 beads, fluorescent GTP binding, flow cytometry; actives lie on both sides; 0 = cold GTP competed, 100 = untreated; GTP binding activity (% of control), % at 10 µM; actives 0.27% (n = 190,000);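 active means GTP binding activity at least 20 points away from the 100% control level, either lower or higher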
HRas wt GTP bind = modulators of GTP binding to human HRas wildtype; GST-Ras wt beads, Bodipy-FL-GTP binding, flow cytometry; actives lie on both sides; actives 0.14% (n = 190,000); AID 759; GTP binding activity, % at 10 µM;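 active means GTP binding activity at least 20% away from the 100% baseline, either lowered as inhibitor or raised as activator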;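 further: 0% = unlabeled GTP competition control and 100% = no-compound control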
Target sequence (P01112 whole entry, looked up): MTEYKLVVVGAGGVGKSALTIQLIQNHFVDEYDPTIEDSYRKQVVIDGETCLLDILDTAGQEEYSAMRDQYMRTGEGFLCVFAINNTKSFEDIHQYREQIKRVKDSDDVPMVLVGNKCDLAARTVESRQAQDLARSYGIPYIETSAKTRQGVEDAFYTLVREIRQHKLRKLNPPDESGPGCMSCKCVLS
Cdc42 wt = changes GTP binding to wildtype human Cdc42. P60953. GST-Cdc42 beads, Bodipy-GTP binding, flow cytometry; actives lie on both sides. percent activity (GTP binding), % at 10 µM. actives 0.2% (n = 190,000). AID 761;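 active means percent activity GTP binding at least 20 points away from the 100% baseline, either down as inhibitor or up as activator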;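 further: median bead fluorescence of bound Bodipy-FL-GTP at 100 nM; 0% = excess unlabeled GTP control and 100% = no compound control; below 100% means less GTP binding so inhibitor and above means activator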
Target sequence (P60953 whole entry, looked up): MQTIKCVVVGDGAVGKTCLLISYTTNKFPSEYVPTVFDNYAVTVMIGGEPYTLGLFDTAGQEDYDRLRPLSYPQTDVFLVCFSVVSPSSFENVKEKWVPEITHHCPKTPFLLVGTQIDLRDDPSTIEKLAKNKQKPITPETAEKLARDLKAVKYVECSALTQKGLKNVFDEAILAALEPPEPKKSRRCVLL
Rab7 wt modul = dog Rab7 wildtype GTP binding, inhibitors and activators | GST-Rab7 beads, fluorescent GTP binding, flow cytometry; actives lie on both sides; untreated = 100%, excess cold GTP = 0% | GTP binding activity (percent of control), % at 10 µM | actives 0.055% (n = 190,000) | AID 758;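 active means fluorescent GTP binding to Rab7 beads changed by at least 20 points from the 100% baseline, either direction, mostly lower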;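 further: median green fluorescence of bound Bodipy-FL-GTP per Rab7 bead population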
Rac1 mut GTP = human Rac1 activated mutant GTP binding change; GST-Rac1 activated beads, fluorescent GTP binding, flow cytometry; actives lie on both sides; 100% means binding = to untreated wells; percent activity (GTP binding), % at 10 µM; AID 764; P63000; actives 0.11% (n = 190,000);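 active means GTP binding at least 20 percentage points away from the 100% baseline, in either direction, so actives lie on both sides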
Bim-Bcl-XL = human Bim-Bcl-XL interaction inhibition; Q07817; Bim peptide-Bcl-XL binding, bead flow cytometry, fluorescence; inhibition, % at 10 µM; actives 0.04% (n = 190,000); AID 1007
Starred values were filed as active, the others as inactive; [ ] = another dose, or the depositor's remark. Unless noted, no stated cut-off is given here; in the data, active means inhibition above about 40%.

Start of the data: the first 4 entries as a preview:
SMILES	Bcl-B Bim block	Rab2A wt mod	Bim-Bcl-W	Bcl-2 Bim block	Bim-Bfl-1	Rac1 wt GTP bind	HRas wt GTP bind	Cdc42 wt	Rab7 wt modul	Rac1 mut GTP	Bim-Bcl-XL
O=C(Nc1ccc(N2CCCCC2)cc1)c1cc([N+](=O)[O-])cc([N+](=O)[O-])c1	0	102	0	-2	3	104	99	105	97	100	0
CC(C)(C)NC(=O)CCN1CCOCC1	-2	100	-2	0	-3	101	98	98	100	99	-5
CCCN1CNC(=S)N(CC2CCCO2)C1 (stereo not given)	-3	95	-1	-2	0	102	96	100	90	98	-6
COC1(OC)C(=N/O)/C(=N\O)CCC1O (stereo not given)	-7	98	0	-8	-10	100	98	97	99	97	-5

The listing, repeating the preview:
SMILES	Bcl-B Bim block	Rab2A wt mod	Bim-Bcl-W	Bcl-2 Bim block	Bim-Bfl-1	Rac1 wt GTP bind	HRas wt GTP bind	Cdc42 wt	Rab7 wt modul	Rac1 mut GTP	Bim-Bcl-XL
O=C(Nc1ccc(N2CCCCC2)cc1)c1cc([N+](=O)[O-])cc([N+](=O)[O-])c1	0	102	0	-2	3	104	99	105	97	100	0
CC(C)(C)NC(=O)CCN1CCOCC1	-2	100	-2	0	-3	101	98	98	100	99	-5
CCCN1CNC(=S)N(CC2CCCO2)C1 (stereo not given)	-3	95	-1	-2	0	102	96	100	90	98	-6
COC1(OC)C(=N/O)/C(=N\O)CCC1O (stereo not given)	-7	98	0	-8	-10	100	98	97	99	97	-5
COc1cc(Br)cc(CN2CCN(C/C=C/c3ccccc3)CC2)c1O	-5	93	0	-5	-8	99	95	97	94	94	2
CCOC(=O)C1(Cc2ccc(OC)cc2)CCN(C(=O)c2ccc3[nH]ccc3c2)CC1	3	99	0	0	4	102	97	96	96	97	0
Cn1c(Oc2ccc(F)cc2F)c(C=O)c2ccccc21	0	90	0	0	3	96	91	90	97	93	-1
Cc1ccccc1CN1CCN(CC(=O)NCc2ccccn2)C1=O	-9	100	0	-5	-9	104	100	102	99	101	-3
Cc1cccc(NC(=S)N(Cc2ccco2)C(C)c2cccs2)c1 (stereo not given)	-3	99	0	-1	-1	100	97	96	104	92	-1
O=C(Nc1ccc2nc(-c3ccccn3)[nH]c2c1)C1CCCCC1	-7	102	5	-5	-8	107	103	105	101	102	-1
COc1ccc(C(=O)NNC(=O)c2cc3cc([N+](=O)[O-])ccc3oc2=O)cc1OC	-5	101	-2	-6	-6	103	101	103	97	99	-8
Cc1ccc(Oc2ccc(NC(=O)Cn3ccsc3=N)cc2)cc1	0	98	10	0	-5	99	100	100	97	99	3
Nc1nonc1-c1nc2ccccc2n1Cc1ccc(F)cc1	-1	96	-3	-6	-4	93	95	96	99	94	-3
C=CCN1C(=NC(=O)CC)SC2CS(=O)(=O)CC21 (stereo not given)	-2	104	0	0	0	103	102	105	102	101	1
Cc1ccc(Nc2c(F)c(F)c(F)c(F)c2C(=O)O)c(C)c1	-8	131*[activator]	-2	-2	-6	154*[activator]	124*[activator]	134*[activator]	121*[activator]	139*[activator]	-3
Cc1ccccc1OCCNC(=O)/C=C/c1ccccc1	-7	98	-3	-8	-14	99	99	98	100	96	-6
CC(C)c1nc(NCC2CCCO2)c(C#N)c2c1COC(C)(C)C2 (stereo not given)	27	99	6	27	14	100	99	101	97	96	6
Cc1nc(C)c(C(=O)C2=C(O)C(=O)N(CCN3CCOCC3)C2c2cccs2)s1 (stereo not given)	-5	96	-2	-4	-3	101	98	99	102	96	-5
COc1ccc(S(=O)(=O)N2CCOCC2)cc1NC(=O)COC(=O)C1COc2ccccc2O1 (stereo not given)	-6	98	-2	-7	-16	103	100	98	102	98	-7
Cc1ccc(NC(=O)C2CC(c3ccc(F)cc3)=NO2)cc1 (stereo not given)	-1	95	-4	-4	-2	98	97	98	99	96	-5
COc1cc2c(C(=O)N3CCN(C)CC3)c(C)n(-c3ccccc3)c2cc1Br	0	100	0	1	-1	102	101	101	100	98	-1
CC(=O)c1c(C(C)=O)c(C)n(-c2nc(-c3cccs3)c(C)s2)c1C	-13	96	-4	-10	-13	95	97	98	100	94	-8
O=C(Nc1ccc(Cl)cc1C(F)(F)F)c1ccccc1	-8	100	-4	-6	-7	103	98	102	98	99	-6
O=C1C=C(c2ccccc2)OC(c2ccccc2)O1 (stereo not given)	-1	91	0	-3	-4	95	93	89	95	91	-1
O=C(CSc1nnc(CNC(=O)c2c(F)cccc2Cl)o1)Nc1ccc2c(c1)OCO2	0	96	-1	-2	-5	97	96	96	102	96	0
CCc1nn(-c2ccccc2)c(N)c1-c1ccc(OC)c(OC)c1	0	96	-3	1	-2	106	106	105	103	100	0
Cc1ccc(-c2csc(NC(=S)NC(=O)c3ccco3)n2)cc1	-4	97	-7	-3	-1	102	98	99	98	98	-6
COc1cc(/C=N/N(C)c2ccccc2)ccc1O	-4	97	8	-1	4	104	100	101	96	99	-1
CN(C)S(=O)(=O)c1ccc(Cl)c(C(=O)OCC(=O)NC(=O)c2cccn2C)c1	-1	102	-1	3	1	107	104	103	103	102	-2
COc1ccccc1NC(=O)c1cn(C)c(=O)c2cc(OC)c(OC)cc12	-11	101	-3	-11	-20	102	100	101	98	99	-10
CN(Cc1cc(=O)n2ccsc2n1)Cc1nc2ccccc2c(=O)[nH]1	-3	101	-2	-3	-3	99	99	100	105	98	-4
Cn1cccc1C(=O)C(=O)Nc1ccccc1C(F)(F)F	0	103	-3	-1	-3	104	103	103	97	99	-1
C/C(CC(=O)Nc1ccc2ccccc2c1)=N\NC(=O)c1cnccn1	-8	98	-4	-7	-14	104	99	103	99	100	-5
Cc1ccc(Cl)cc1Nc1nc(-c2sc(NC(=O)c3ccco3)nc2C)cs1	-11	103	0	-12	-17	103	101	104	100	101	-10
Cc1cc(C)nc(N/N=C/c2ccccc2OCc2ccc([N+](=O)[O-])cc2)n1	-3	98	-3	0	1	104	98	99	97	95	-3
CCC(=O)NC(=S)Nc1ccc(N2CCN(C(=O)c3ccc(Cl)cc3)CC2)cc1	-8	99	-3	-2	-4	98	97	96	103	93	-2
CN1CCN(c2ncnc3c2c(-c2ccccc2)cn3-c2ccc(F)cc2)CC1	-3	102	-2	1	4	97	99	100	100	98	-5
COc1cc2c(cc1NC(=S)Nc1cccc(C)c1)oc1ccccc12	-8	96	1	-1	-16	98	96	103	91	95	-2
CCCCOc1ccc(NC(=S)Nc2cc(C)nc(SCCCC)n2)cc1	-4	100	-4	-4	-3	106	102	98	103	99	-10
COc1ccccc1NC(=O)c1ccc(Br)o1	-6	96	-1	-6	-5	99	97	100	93	94	-2
COc1ccc(/C(=C\Nc2ccc(C)c(C)c2)C(C)=O)cc1OC	1	99	0	0	-3	101	97	99	99	95	0
Nc1nnnn1CC(=O)N/N=C/c1cc([N+](=O)[O-])ccc1O	0	94	1	3	1	95	94	93	102	95	3
CN(C)S(=O)(=O)n1cnc(-c2ccccc2)c1-c1ccccc1	-6	104	0	-6	-8	107	101	103	99	99	-2
O=C(Nc1ccc(Cl)c(Cl)c1)N(CCCN1CCOCC1)Cc1cccs1	-2	102	-2	0	-1	105	101	104	96	100	0
N#CCSc1ncnc2sc3c(c12)CCC3	-10	105	3	-7	-6	104	104	105	102	101	-11
Cc1ccc(N=C2NC(=O)/C(=C\c3ccsc3)S2)c(C)c1	-7	97	-2	-2	1	101	100	94	97	94	-5
CC1(C)CC2CC(C)(CN2C(=O)COC(=O)c2n[nH]c(=O)c3ccccc23)C1 (stereo not given)	-7	101	8	-4	-5	104	102	104	105	99	3
Cc1ccccc1Nc1cccc2nonc12	-10	99	-2	-3	0	107	102	103	101	100	-11
CN=C1SC(C(=O)Nc2ccccc2Cl)CC(=O)N1c1ccc(OC(F)(F)Cl)cc1 (stereo not given)	-2	97	0	-9	-5	95	98	95	103	95	0
CC(=O)N/N=C/c1ccc(OCCOc2ccc(Br)cc2)cc1	-5	98	-7	-4	-3	102	98	99	96	100	-6

(continued)
SMILES	Bcl-B Bim block	Rab2A wt mod	Bim-Bcl-W	Bcl-2 Bim block	Bim-Bfl-1	Rac1 wt GTP bind	HRas wt GTP bind	Cdc42 wt	Rab7 wt modul	Rac1 mut GTP	Bim-Bcl-XL
Cc1nc2ccccc2nc1SCC(=O)c1ccccc1	1	91	11	7	8	89	91	91	94	91	15
Cc1cccn2cc(CNS(=O)(=O)c3cccc(F)c3)nc12	-8	101	-2	-10	-13	105	101	104	99	101	-4
COc1ccc(N2CCN(C(=O)c3ccc(NS(=O)(=O)c4ccc(F)cc4)cc3)CC2)cc1	-8	96	0	-9	-7	94	98	96	95	94	-3
CCOC(=O)c1[nH]c2ccccc2c1NC(=O)CC(C)(C)C	0	103	1	-1	0	103	103	101	100	102	-1
O=C(Nc1ccccc1)c1cc(N2CCOCC2)nc2ccccc12	0	107	0	-1	-1	103	106	106	110	99	0
Cc1cc(Cl)ccc1OC(C)C(=O)NCCCn1ccnc1 (stereo not given)	-7	98	-5	-8	-7	102	99	99	103	96	-2
OCCCNC(c1ccccc1)c1ccc(O)cc1 (stereo not given)	-16	98	-9	-15	-24	106	100	101	96	100	-10
COc1ccc(C(=O)OCC(=O)NCc2ccco2)cc1OC	-5	97	3	-7	-8	103	99	97	101	96	-6
OC(COc1ccc2c(c1)CCC2)CN1CCN(c2cccc(Cl)c2)CC1 (stereo not given)	-1	96	-3	-7	-1	93	95	95	96	94	0
COc1ccc(/C=C/c2nc3ccccc3n2Cc2ccccc2OC)cc1	-9	99	-1	-18	-18	102	96	98	100	101	-7
CCCSc1cc(N2CCCC2)nc(-c2ccccc2)n1	-1	94	0	-1	-1	102	97	95	96	95	-5
CC(C)c1ccc(NC(=O)c2csnn2)cc1	-8	96	0	-12	-12	96	96	96	96	96	-16
COc1ccc(OC)c(NC(=O)NNC(=O)CCCOc2ccc(Cl)cc2C)c1	-6	96	0	-4	-5	95	97	94	101	91	-1
CCCCN1C(=O)CN(CCc2ccccc2)C(=O)C1c1ccc(OC)cc1 (stereo not given)	1	97	-3	0	-2	96	96	98	96	96	-3
CC(=O)OCC(=O)[C@@]12OC(C)(C)O[C@@H]1C[C@H]1[C@@H]3C[C@H](F)C4=CC(=O)C=C[C@]4(C)[C@@]3(F)[C@@H](O)C[C@@]12C	-2	100	-6	0	0	102	101	101	96	99	-3
O=C(COc1ccccc1)N(Cc1ccco1)C1CCS(=O)(=O)C1 (stereo not given)	-6	99	1	-9	-11	109	103	100	105	101	-5
COc1cc(C(c2sc3nc(C)nn3c2O)N2CC(C)OC(C)C2)cc(OC)c1OC (stereo not given)	-2	101	-2	-2	-6	103	102	104	97	101	-4
O=C(O)c1ccc(-n2nnnc2SCc2ccccc2F)cc1	-5	98	-7	-2	-11	99	96	98	95	95	-9
CCOC(=O)C(CC)Sc1ncnc2c1nnn2-c1ccc(F)cc1 (stereo not given)	-9	100	-1	-8	-9	107	103	102	104	103	-6
Cc1csc(NC(=O)CSc2ccc(-c3ccccc3)nn2)n1	0	100	0	0	-6	98	100	94	108	95	-1
